PMK inhibit = inhibitors of Streptococcus pneumoniae phosphomevalonate kinase | AID 539 | purified PMK, PK/LDH-coupled NADH absorbance 340 nm | 65,000 tested, 0.49% active | inhibition, % at 10 µM;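 active = top-ranked compounds by inhibition in the single 10 µM screen, taking a fixed number of the strongest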;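 note: 0% = full reaction with DMSO carrier and 100% = background rate without enzyme reaction; no value below 0 was filed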
HT1080 cytotoxicity = cytotoxicity in HT1080 fibrosarcoma cells, cell-based, fluorescence readout (AID 620); HT1080 viability, fluorescence; higher % means a stronger effect; one-dose cytotoxicity, % at 10 µM; EC50 in µM for titrated hits; 87,000 tested, 0.42% active;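 note: cells exposed to compound overnight then 4 h with Alamar Blue; 0% = vehicle DMSO and 100% = killing control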
Bfl-1 displacement = displacement of Bid BH3 peptide from Bfl-1 – biochemical, fluorescence polarization, FITC-Bid, mouse, primary screen (AID 432); one-dose displacement, % at 20 µM; IC50 in µM for titrated hits; FITC-Bid BH3 peptide fluorescence polarization displacement; higher % means a stronger effect; 64,000 tested, 0.02% active; in the data active = a potency from the dose series; inactive = the rest, 99 in 100 with displacement below about 15%; note: strong numbers were not always called active
MK inhibit = S. pneumoniae mevalonate kinase inhibition. purified MK, PK/LDH-coupled NADH absorbance 340 nm. inhibition, % at 10 µM. 65,000 tested, 0.48% active;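 active = ranked among the strongest by inhibition in the single 10 µM screen, a fixed top-ranked set picked for dose follow-up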; note: no value below 0 was filed
TNAP inhibition = inhibition of tissue-nonspecific alkaline phosphatase – biochemical, luminescent (AID 518) | purified TNAP enzyme, luminescent substrate readout; higher % means a stronger effect | inhibition, % at 20 µM; hits with a dose series show IC50 in µM | 64,000 tested, 0.09% active; in the data active = a potency from the dose series; inactive = the rest, 99 in 100 with inhibition below about 22%;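 note: plate controls were vehicle for no effect and reference inhibitor for full effect; many of its hits are not listed in these tables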
HPDE-C7 viability = HPDE-C7 pancreatic duct cell viability loss – fluorescence, HTS (AID 430) | HPDE-C7 pancreatic duct cells viability, fluorescence; higher % means a stronger effect | cytotoxicity, % at 10 µM; hits with a dose series show EC50 in µM | 63,000 tested, 1.8% active;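 note: cells exposed to compound for 48 hours before viability readout; 0% = vehicle and 100% = reference cytotoxic drug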
HPDE-C7K KRASV12 = cytotoxicity in KRAS-transformed pancreatic duct cells, primary screen, cell-based, fluorescence, HTS (AID 431) | 63,000 tested, 1.7% active | HPDE-C7K KRASV12 cells, Alamar Blue viability, 48 h; higher % means a stronger effect | one-dose cytotoxicity, % at 10 µM; EC50 in µM for titrated hits;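 active = compounds whose percent cytotoxicity in the single-dose primary screen, scaled between solvent and toxic-drug controls, exceeds 50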;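 note: 0% = DMSO solvent wells and 100% = doxorubicin-treated wells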
LYP phosphatase = LYP phosphatase inhibitors, primary screen, biochemical, DiFMUP fluorescence, recombinant catalytic domain, 10 µM (AID 606); recombinant LYP catalytic domain, DiFMUP fluorescence; higher % means a stronger effect; 52,000 tested, under 10 active; one-dose inhibition, % at 10 µM; IC50 in µM for titrated hits;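 active = IC50 under 40 µM in the dose-response test; inactive = IC50 of 40 µM or more, or never dose-tested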
Spn DPM-DC inh = inhibitors of Streptococcus pneumoniae diphosphomevalonate decarboxylase; purified DPM-DC, PK/LDH coupled NADH fluorescence; calls only at 10 µM; 65,000 tested, 0.49% active;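 active = the 320 compounds with the highest percent inhibition in the single-dose primary screen, excluding strongly autofluorescent ones, cut at about 32% in these data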;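 note: kinetic rate of NADH fluorescence loss reporting ADP formed by the decarboxylase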
PMK inhibit pilot replicates = also measured in PMK inhibit; calls as there; inhibition, %; measured here: pilot screen replicates
MK inhibit pilot replicates = recorded beside MK inhibit, whose call it bears; inhibition, %; measured here: pilot screen replicates
Spn DPM-DC inh pilot screen % = second read-out of Spn DPM-DC inh, no call of its own (marks repeat the call); inhibition, %; measured here: pilot screen trials
Numbers without * were called inactive; i = inactive; nt = not tested or not shown. Cut-off read from the data, not from the text of the source, unless noted: active = cytotoxicity above about 50%; inactive = the rest.

SMILES	PMK inhibit	HT1080 cytotoxicity	Bfl-1 displacement	MK inhibit	TNAP inhibition	HPDE-C7 viability	HPDE-C7K KRASV12	LYP phosphatase	Spn DPM-DC inh	others
Cn1c(/C(C#N)=C(\O)CN2CCN(Cc3ccccc3)CC2)nc2ccccc21	13	-6%	-2%	7	3%	15%	26%	14%	i
ON1C(c2ccccc2)CC2(O)c3nonc3CCC12 (stereo not given)	7	-15%	-6%	9	7%	-8%	-1%	-6%	i
Cc1ccc2nc(SCC(=O)N3CCCC3)[nH]c2c1	17	1%	-5%	6	4%	-7%	8%	5%	i
O=C(/C=N\O)NCCCNCc1ccccc1	5	0%	3%	6	4%	11%	11%	5%	i
CN=c1sc2ccccc2n1CC(O)COCc1ccco1 (stereo not given)	4	14%	2%	4	14%	-4%	12%	12%	i	PMK inhibit pilot replicates=5.0;MK inhibit pilot replicates=0.0;Spn DPM-DC inh pilot screen %=1.5
CCCC(=O)Nc1ccccc1NC(C)=O	2	2%	0%	1	13%	0%	-6%	nt	i
COc1ccc(-n2c(C)nnc2SCC(=O)N2C(C)CCCC2C)cc1 (stereo not given)	2	-5%	-5%	11	7%	-13%	0%	5%	i
O=C(CCC1CCCC1)c1c(O)c2ccccc2oc1=O	2	1%	0%	8	5%	18%	18%	-4%	i
Cn1c2ccccc2c2cc(C(=O)OCC(=O)N3CC(=O)Nc4ccccc43)sc21	13	7%	-5%	0	9%	7%	48%	13%	nt
CCN(CC)CCCN1C(=O)C(=O)/C(=C(/O)c2ccccc2)C1c1ccccn1 (stereo not given)	7	1%	0%	0	14%	-9%	2%	5%	i	PMK inhibit pilot replicates=2.5;MK inhibit pilot replicates=0.5;Spn DPM-DC inh pilot screen %=0.0
COc1nccc(Nc2ccccc2)c1C#N	17	0%	1%	6	2%	nt	nt	10%	i
Cc1ccc(Nc2cc(C)nc3nc(C)nn23)c(C)c1	10	0%	-2%	10	-5%	-13%	-14%	7%	i
CCOC(=O)N1CCN(C(=O)CCn2nc(-c3ccc(Cl)cc3)ccc2=O)CC1	14	3%	0%	5	1%	3%	0%	11%	i
COc1ccc(Cl)cc1NC(=O)c1cccnc1	0	0%	1%	5	16%	-3%	-2%	nt	i
Nc1nc(CSc2nnnn2-c2ccccc2)nc(N2CCCc3ccccc32)n1	9	2%	-2%	7	5%	0%	14%	19%	i
O=C1CSC(=Nc2ccccc2Cl)N1	0	7%	1%	0	9%	-5%	-15%	-1%	i
COc1cc2[nH]c(=O)n(CCCCCC(=O)NCCCN3CCOCC3)c(=O)c2cc1OC	12	-7%	-8%	1	8%	-19%	-12%	nt	i
OCCNc1nc(-c2ccccc2)c2ccccc2n1	12	-1%	2%	3	-2%	-3%	-13%	5%	nt
COc1ccccc1NC(=O)N1CCc2[nH]c3ccc(F)cc3c2C1	9	6%	0%	9	9%	nt	nt	9%	i
Cc1cc(C)c(C#N)c(N2CCN(CCOc3ccc(Cl)cc3)CC2)n1	7	-3%	2%	2	3%	6%	10%	-7%	i
CCn1c(C)nc2cc(C(=O)OCCC(F)(F)F)ccc21	14	15%	-1%	6	16%	4%	2%	15%	i	PMK inhibit pilot replicates=2.5;MK inhibit pilot replicates=0.0;Spn DPM-DC inh pilot screen %=3.5
Cc1ccc(NC(=O)CSc2nc3ccccc3c(=O)n2CCCC(=O)N2CCCC2)cc1	11	-1%	-7%	7	-2%	5%	5%	-3%	i
CCOC(=O)c1ccc(NC(=O)c2cnccn2)cc1	15	2%	2%	25	8%	2%	-6%	6%	i
COC(=O)c1ccc(-c2ccco2)n1Cc1nc(-c2ccc(OC)c(OC)c2)oc1C	24	0%	2%	0	11%	72%*	74%*	-5%	i	PMK inhibit pilot replicates=0.0;MK inhibit pilot replicates=0.0;Spn DPM-DC inh pilot screen %=0.0
O=C(Nc1nc2cc3c(cc2s1)OCCO3)c1cccc(S(=O)(=O)N2CCOCC2)c1	10	2%	2%	0	10%	16%	29%	nt	i
Cc1cc(NC(=O)NC(=O)c2ccc(F)cc2F)n[nH]1	14	-11%	-2%	0	7%	4%	-6%	3%	i
C(=N/n1c2ccccc2c2ccccc21)/c1ccco1	0	8%	-3%	10	18%	-13%	-11%	-2%	i	PMK inhibit pilot replicates=0.5;MK inhibit pilot replicates=0.0;Spn DPM-DC inh pilot screen %=0.0
O=C1CCCc2nc(N3CCN(Cc4ccccc4)CC3)ncc21	12	-17%	-3%	8	4%	14%	-8%	-4%	i
Cc1csc(NC(=O)CSc2nnc(-c3ccncc3)o2)n1	8	nt	1%	8	13%	2%	-6%	15%	i
O=C(O)c1cccc(N2C(=O)C3CC=C(Cl)CC3C2=O)c1 (stereo not given)	1	0%	4%	2	3%	3%	6%	4%	i

Reprinted from the results shown for reference:
SMILES	PMK inhibit	HT1080 cytotoxicity	Bfl-1 displacement	MK inhibit	TNAP inhibition	HPDE-C7 viability	HPDE-C7K KRASV12	LYP phosphatase	Spn DPM-DC inh	others
Cc1ccc(NC(=O)CSc2nc3ccccc3c(=O)n2CCCC(=O)N2CCCC2)cc1	11	-1%	-7%	7	-2%	5%	5%	-3%	i
CCOC(=O)c1ccc(NC(=O)c2cnccn2)cc1	15	2%	2%	25	8%	2%	-6%	6%	i

More entries follow.
SMILES	PMK inhibit	HT1080 cytotoxicity	Bfl-1 displacement	MK inhibit	TNAP inhibition	HPDE-C7 viability	HPDE-C7K KRASV12	LYP phosphatase	Spn DPM-DC inh	others
CCOC(=O)N1CCC(NC(=O)C2CCC(Cn3c(=O)[nH]c4ccccc4c3=O)CC2)CC1 (stereo not given)	7	-12%	-14%	10	12%	-1%	0%	6%	i	PMK inhibit pilot replicates=1.0;MK inhibit pilot replicates=0.5;Spn DPM-DC inh pilot screen %=0.0
COc1ccc(-n2nnc3c(=O)n(CC(=O)N4CCC(C)CC4)cnc32)cc1	15	0%	11%	7	8%	-1%	1%	15%	i
Cc1ccc(CCNC(=O)C2CCCN(S(=O)(=O)c3cnc[nH]3)C2)cc1 (stereo not given)	6	5%	4%	5	24%	-8%	-5%	15%	i	PMK inhibit pilot replicates=0.0;MK inhibit pilot replicates=0.0;Spn DPM-DC inh pilot screen %=0.0
O=C1c2ccccc2C(=O)N1c1n[nH]c(CCc2ccccc2)n1	7	-4%	4%	2	23%	-1%	-4%	11%	i
Cn1c(SCc2ccc3c(c2)OCO3)nnc1-c1ccccc1	16	2%	-3%	4	2%	-16%	-15%	-3%	i	PMK inhibit pilot replicates=0.0;MK inhibit pilot replicates=0.0;Spn DPM-DC inh pilot screen %=0.0
CCC(Sc1nc(-c2ccccc2)cc(=O)[nH]1)C(=O)O (stereo not given)	11	0%	1%	3	6%	-17%	-23%	15%	i
CC1(C)CC(=O)C(C=N)=C(O)C1	11	1%	-2%	11	3%	15%	5%	2%	i
N#C/C(C(=O)c1ccccc1)=C1/SC=C(N)N1c1ccccc1	8	8%	-106%	12	20%	-16%	-5%	7%	i
CCOc1ccc(-n2cc(C(=O)N3CCC(C)CC3)c3cc(OC)c(OC)cc3c2=O)cc1	13	-4%	-15%	8	0%	2%	8%	3%	i
Nc1nnc(CC2=CCCCC2)s1	0	0%	-5%	3	5%	0%	-7%	2%	i
COc1ccc(S(=O)(=O)Cc2ccc(C(=O)N3CCN(c4cc(Cl)ccc4C)CC3)o2)cc1	10	-11%	2%	8	11%	15%	-4%	7%	i
CC1(C)CC(=O)c2cc(OCC(=O)NCCCN3CCN(c4ccc(F)cc4)CC3)ccc2O1	9	-2%	8%	0	8%	-3%	-4%	5%	i
CCOC(=O)c1cnc2c(C(=O)OC)cccc2c1NCc1ccco1	5	0%	7%	6	7%	-5%	-6%	nt	nt
Cc1cc(C)n(-c2nc3c(c(=O)[nH]c(=O)n3C)n2CC(C)C)n1	8	-10%	-10%	0	7%	3%	-4%	nt	i
CCCC1=C(C(=O)OCC)C(c2cc(Cl)cc(OC)c2OCC(=O)OCC)NC(=O)N1 (stereo not given)	3	-7%	0%	10	8%	-7%	4%	2%	i

Structures shown so far that have a COOH group, in the order listed:
SMILES	PMK inhibit	HT1080 cytotoxicity	Bfl-1 displacement	MK inhibit	TNAP inhibition	HPDE-C7 viability	HPDE-C7K KRASV12	LYP phosphatase	Spn DPM-DC inh	others
O=C(O)c1cccc(N2C(=O)C3CC=C(Cl)CC3C2=O)c1 (stereo not given)	1	0%	4%	2	3%	3%	6%	4%	i
CCC(Sc1nc(-c2ccccc2)cc(=O)[nH]1)C(=O)O (stereo not given)	11	0%	1%	3	6%	-17%	-23%	15%	i

Continuation:
SMILES	PMK inhibit	HT1080 cytotoxicity	Bfl-1 displacement	MK inhibit	TNAP inhibition	HPDE-C7 viability	HPDE-C7K KRASV12	LYP phosphatase	Spn DPM-DC inh	others
CCN(CC)C(=O)c1cc2sc3ccccc3c2s1	4	-12%	-4%	6	3%	-1%	-2%	-6%	i
Cc1ccc(NC(=O)C2C3C=CC4(CN(Cc5cccnc5)C(=O)C24)O3)cc1F (stereo not given)	2	-7%	-5%	6	1%	-14%	-8%	14%	i
CCCNC(=O)CN(C1CCCCC1)S(C)(=O)=O	10	2%	-7%	6	-5%	-16%	-16%	6%	i
CC(=O)COC(=O)c1cccc(N2C(=O)C3C4C=CC(C4)C3C2=O)c1 (stereo not given)	4	nt	-9%	4	-7%	-20%	-20%	-8%	i
Cc1cc2nc(NC3=NCN(Cc4ccc5c(c4)OCO5)CN3)nc(C)c2cc1C	7	39%	-7%	5	6%	93%*	90%*	4%	i
Cc1cc(=O)oc2cc(OCc3nnc(-c4ccccc4Br)o3)ccc12	12	0%	7%	5	12%	17%	24%	7%	nt
O=C(NCC1CCCO1)c1sc(=S)n2c1[nH]c(=O)c1ccc(C(=O)N3CCCCC3)cc12 (stereo not given)	1	3%	17%	5	6%	-6%	5%	10%	i
COC1(c2cc(-c3ccccc3)nc(N)n2)CCCCC1	2	-5%	-1%	4	-2%	0%	1%	6%	i
c1ccc(CNC2=NCCCC2)cc1	6	13%	-5%	35	9%	-7%	-12%	4%	i
C=CCc1cccc2cc(C(=O)N3CCN(C(=O)OCC)CC3)c(=O)oc12	13	-8%	-5%	0	10%	-12%	-10%	-6%	i
O=c1ccc2c(o1)/C(=C/C=C(Cl)Cl)CCC2	0	0%	-4%	4	8%	-2%	10%	10%	i
CC(C)(C)c1nc(NCC2CCCO2)c2nnn(Cc3ccccc3)c2n1 (stereo not given)	0	2%	-11%	0	4%	-1%	3%	-6%	i
Cc1nc2ccc(S(=O)(=O)NC(C(=O)NC3CCCC3)C(C)C)cc2s1 (stereo not given)	4	-4%	7%	3	9%	8%	7%	10%	i
CC(C)c1cc(NC(=O)CSc2nnc(-c3ccccc3F)n2C)on1	12	-1%	-7%	3	14%	nt	nt	6%	i
Cc1ccc(-c2nn(C)c(=O)c3ccccc23)cc1CNS(C)(=O)=O	6	3%	-10%	0	6%	1%	9%	16%	i
Cc1ccccc1P(=O)(CO)c1ccccc1C	0	-7%	5%	1	12%	-1%	14%	4%	i
CC(C)Oc1ccc(C(=O)CCN2CCCCC2)cc1	8	-11%	-9%	3	6%	-7%	1%	2%	i
Cc1ccc(N2CC(C(=O)Nc3ccncc3)CC2=O)cc1 (stereo not given)	9	-3%	1%	9	2%	-6%	-12%	-14%	i

Screening data from PubChem BioAssay.
